ABCB6 inh MLPCN: ABCB6 transporter inhibitors, primary screen, K562-ABCB6 cells, flow cytometry, MLPCN library | K562-ABCB6 porphyrin accumulation, 1 h; hits give low values | fluorescence ratio to DMSO, % at 10 µM | 360,000 compounds, 0.19% hits | ATP-binding cassette sub-family B member 6 (Homo sapiens), Q9NP58 | AID 602162, 2011;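 active = fluorescence ratio to DMSO below 75%, the collection mean minus 3 SD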;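 note: signal is porphyrin accumulated inside mitochondria; 100% equals median channel fluorescence of DMSO control wells; lower ratio means ABCB6 inhibition with less porphyrin fluorescence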
Target sequence (Q9NP58 whole entry, looked up): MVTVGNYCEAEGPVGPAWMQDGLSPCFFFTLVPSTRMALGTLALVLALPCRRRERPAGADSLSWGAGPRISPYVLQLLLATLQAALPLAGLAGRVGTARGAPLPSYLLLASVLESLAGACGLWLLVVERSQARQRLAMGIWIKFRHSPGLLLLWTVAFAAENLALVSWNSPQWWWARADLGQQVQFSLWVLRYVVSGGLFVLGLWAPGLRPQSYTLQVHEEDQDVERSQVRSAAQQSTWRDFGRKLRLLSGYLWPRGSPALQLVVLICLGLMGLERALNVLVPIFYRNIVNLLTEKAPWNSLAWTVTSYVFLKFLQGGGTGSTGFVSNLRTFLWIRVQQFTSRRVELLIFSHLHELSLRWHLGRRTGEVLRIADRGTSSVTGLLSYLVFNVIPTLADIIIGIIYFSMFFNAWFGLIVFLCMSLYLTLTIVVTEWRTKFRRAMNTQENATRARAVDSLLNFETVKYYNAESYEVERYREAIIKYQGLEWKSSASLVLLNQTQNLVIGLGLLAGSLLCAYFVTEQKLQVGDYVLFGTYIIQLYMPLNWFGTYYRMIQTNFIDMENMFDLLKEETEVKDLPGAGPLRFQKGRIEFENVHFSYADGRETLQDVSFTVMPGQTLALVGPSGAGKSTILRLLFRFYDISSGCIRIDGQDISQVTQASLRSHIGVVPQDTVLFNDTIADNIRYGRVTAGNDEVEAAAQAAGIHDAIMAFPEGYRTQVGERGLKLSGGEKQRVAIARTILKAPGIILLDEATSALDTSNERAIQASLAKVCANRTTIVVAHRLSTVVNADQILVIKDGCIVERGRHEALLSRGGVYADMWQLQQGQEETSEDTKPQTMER
MC4R barr agon: MC4R agonists recruiting beta-arrestin, primary screen, cell-based, luminescence, agonist arm of biased-ligand search. Melanocortin receptor 4 (Homo sapiens), P32245. 360,000 compounds, 0.98% hits. U2OS MC4R beta-arrestin complementation; percent of melanotan II response, DMSO zero. activation, % at 8.9 µM;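 active = activation above a per-plate cutoff, the mean activation of sample wells on that plate plus 3 SD, cut at about 8% in these data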
N-glyco inh: increase of ERlucT glycosylation luciferase signal, primary screen, N-linked glycosylation inhibitor project, D54 ERlucT cells, luminescence, set 2; D54 ERlucT glycosylation luciferase reporter, 24 h; percent of 100 nM tunicamycin response; reporter increase, % at 12.5 µM; 360,000 compounds, 0.23% hits; AID 588692, 2011;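 active = mean luciferase reporter signal, scaled so untreated is 0 and the glycosylation-blocking control 100, at or above a set limit in every replicate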;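 note: luciferase carries N-glycosylation sites so blocking glycosylation raises the light; 0% = median of neutral control wells and 100% = median of 100 nM tunicamycin wells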
Vif imaging: HIV Vif self-association inhibitors, primary screen, imaging, HEK293T, single point. HEK293T cells, Vif self-association by quenched fluorescence, 24 h. inhibition, % at 7.49 µM. 340,000 compounds, 0.35% hits; in the data active = inhibition above about 50%, passing the limit was not always enough; note: some results filed as inactive read as strong as hits
CaV13 FRET inh: Primary screen for inhibitors of IQ motif and Ca2+-dependent inactivation inhibitor domain binding in CACNA1D, Förster resonance energy transfer in living cells, …; inhibition, % at 12.3 µM; 340,000 compounds, 0.098% hits; AID 743397; HEK cells, CFP/YFP FRET ICDI-IQ, plate reader, 10 min; percent FRET-ratio fall versus neutral wells;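 active = mean replicate inhibition of at least 30% and at least 1% of replicates passing that level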;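 note: 0% = median of the neutral control wells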
MC4R antagonist: MC4R antagonists of cAMP signaling, primary screen, cell-based, TR-FRET, antagonist arm of biased-ligand search; MC4R-expressing cells, MTII-stimulated cAMP, LANCE TR-FRET; inhibition, % at 6.5 µM; 360,000 compounds, 0.48% hits; AID 540295, 2011;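 active = inhibition above its plate's cutoff, the mean of tested wells on that plate plus 3 SD, cut at about 29% in these data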;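 note: 0% = Melanotan II alone and 100% = Melanotan II plus saturating MCL0020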
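Assay system: U2OS cells stably expressing human melanocortin 4 receptor (MC4R) / Dosing: 6.5 µM / Timing: compound 30 min, challenge 1 h, detection 1 h / Measured by: Eu-cAMP/anti-cAMP TR-FRET, emission 671 nm / Replicates: singlicate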
PDI turbidity: inhibitors of human PDI, primary screen, biochemical, turbidity, single point, plate reader | 350,000 compounds, 0.052% hits | inhibition, % at 10 µM | AID 588391, 2011 | Protein disulfide-isomerase (Homo sapiens), P07237 | PDI insulin aggregation turbidity, A650, 90 min;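 active = mean inhibition across replicates of 30% or more, whatever share of single replicates reach that level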;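 note: absorbance from insulin aggregation driven by PDI reduction with DTT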
HTR2A ag: mouse Htr2a agonists via beta-arrestin recruitment, primary screen, cell-based, luminescence; 5-hydroxytryptamine receptor 2A (Mus musculus), P35363; AID 624169, 2012; activation, % at 7.6 µM; CHO-K1 mHTR2A beta-arrestin complementation; percent of 30 µM serotonin response; 360,000 compounds, 0.66% hits;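 active = activation above a run cutoff, the mean activation of all tested compounds plus 3 SD, cut at about 14% in these data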;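 note: 0% = plate median of compound wells and 100% = 30 µM serotonin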
H9c2 protect: cardioprotection against H2O2-induced cell death, primary screen, uHTS, H9c2 cells, ATPLite luminescence. H9c2 cardiomyocytes, H2O2 injury protection, 2 h. protection from H2O2 cell death, % at 20 µM. 360,000 compounds, 0.63% hits;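 active = compounds giving at least 50% protection of heart cells from peroxide-induced death in the single-dose screen, raw or plate-pattern-corrected value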;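 note: 0% = DMSO wells with peroxide and 100% = DMSO wells without peroxide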
aDG glyco up: activators of alpha-DG glycosylation, primary screen, uHTS, Pro5-aDG cells, AlphaScreen | activation, % at 10 µM | AID 624168, 2012 | alpha-DG glycosylation AlphaScreen (IIH6); 0% Pro5, 100% B10-LARGE cell signal | 360,000 compounds, 0.22% hits;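 active = activation of at least 8% versus controls, or a plate z-score of at least 8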;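 note: Pro5 are CHO cells carrying HIG-tagged alpha-DG that lacks glycosylation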
The depositor's hits bear a star; nt = not tested or not shown.

Sequence of screens: ABCB6 inh MLPCN	MC4R barr agon	N-glyco inh	Vif imaging	CaV13 FRET inh	MC4R antagonist	PDI turbidity	HTR2A ag	H9c2 protect	aDG glyco up
COc1ccc(NC(=O)Cc2cccc3ccccc23)cc1
→ 97	-2.4	1	-8	-20	2	15	1	-1	0.0
Nc1ccccc1SCC1CSc2nc3ccccc3c(=O)n21 (centres undefined)
→ 99	-4.1	0	6	-1	3	-1	2	-6	0.2
Nc1nc(SCc2ccc([N+](=O)[O-])cc2)nc2nc3c(cc12)CCCC3
→ 90	4.9	2	-8	-3	-1	-12	-2	-2	-0.2
O=S(=O)(NCC1CCN(Cc2ccccc2)CC1)c1ccccc1C(F)(F)F
→ 97	0.0	-1	14	-5	3	-2	-6	-4	0.1
COc1ccc(/C=C2\Oc3ccccc3C2=O)cc1
→ 95	-0.2	-19	-14	-10	-1	-11	9	-19	0.2
COc1ccc(/C=N/NC(=S)Nc2cccc(C(=O)O)c2)cc1OC
→ 94	0.0	-3	11	-3	8	12	-2	-6	0.0
Cn1c2c(c(=O)n(C)c1=O)C(c1ccc(O)cc1)Nc1ccccc1O2 (centres undefined)
→ 100	2.5	4	4	nt	-4	-10	27*	2	-0.1
Cc1nc(NC(=S)NC(=O)c2ccco2)sc1C(=O)N(C)C
→ 94	1.1	1	-21	-2	14	-5	-1	-6	0.1
CC(C)(C)C(O)C(Cc1ccccc1Cl)n1cncn1 (centres undefined)
→ 98	-1.3	0	9	-11	5	-6	6	10	0.0
CN1CCN(C(=O)/C(C#N)=C/c2ccc(OC(F)F)cc2)CC1
→ 91	-1.4	1	3	-6	13	0	0	11	-0.1
CCOC(=O)c1c(N)n[nH]c1-c1ccc(OC)cc1
→ 91	2.0	0	0	-8	10	9	0	1	0.0
O=C(c1nc2ccccn2c1CN1CCCC(OCc2ccccc2)C1)N1CCCC1 (centres undefined)
→ 100	0.8	0	4	-4	5	-2	3	5	0.8
COc1cc(NC(=O)CSc2nnc(NC(C)C)s2)cc(OC)c1OC
→ 95	-4.0	3	-2	-7	11	3	10	-7	0.6
O=C(NCc1ccccc1)c1cccc(NS(=O)(=O)c2cccc3cccnc23)c1
→ 94	-1.4	-2	-2	-4	-2	-5	-4	13	0.5
O=C(Nc1ccccc1Cl)c1ccc2nccnc2c1
→ 90	0.3	-2	-1	-4	-9	2	2	-14	0.1
CCOC(=O)CN1N=C(c2ccc(Cl)cc2)CCC1=O
→ 92	2.5	1	-3	-18	4	-1	-1	9	0.0
Oc1ccccc1/C=N/N1CCCCC1
→ 99	-2.0	1	8	-5	6	-6	-3	-2	-0.2
Cc1cc(C)cc(C(=O)NCC(=O)OCC(=O)Nc2cccnc2Cl)c1
→ 96	-1.1	0	-7	3	6	-7	4	8	0.2
CN(c1ccccc1)S(=O)(=O)c1ccc(Cl)c(C(=O)NCC(c2ccco2)N2CCCC2)c1 (centres undefined)
→ 95	-2.1	-3	-11	-6	8	14	-6	-7	0.3
CCC(C(=O)NCc1ccc(C)o1)n1nc(C)c2c(C)n(-c3ccccc3)nc2c1=O (centres undefined)
→ 102	-3.0	-2	6	-7	0	1	-2	-3	0.4
O=C(CS(=O)CC(=O)N(c1cccc(F)c1)C(C(=O)NC1CCCCC1)c1ccco1)Nc1ccc(F)cc1 (centres undefined)
→ 96	-0.4	-3	8	-12	6	-19	3	-3	0.6
COc1ccc(C(CNC(=O)C2CC2)N(C)C)cc1 (centres undefined)
→ 91	-1.7	0	12	-3	-4	5	-5	0	0.2
CCOc1ccc2nc(C)cc(C(=O)O)c2c1
→ 101	-1.2	2	-2	-10	-2	6	8	-6	-0.2
O=C(NCc1ccc(F)cc1F)[C@@H]1CCCN1C(=O)[C@@H]1CCCN1
→ 97	nt	nt	nt	-11	nt	nt	4	nt	-0.2
C=CCOc1ccc(CN(C)CC(O)COc2cccc3ccccc23)cc1 (centres undefined)
→ 95	1.0	-2	10	-2	-2	4	-3	18	0.4
OCCC1CN(Cc2cc3c(cc2Cl)OCO3)CCN1Cc1ccccc1 (centres undefined)
→ 98	-3.1	2	7	6	-3	-5	-6	1	0.0
Nn1c(Cc2ccccc2F)n[nH]c1=S
→ 95	-5.0	2	-6	8	9	3	-1	3	-0.1
CCC[C@H]1CCCC/C=C\CCCC(=O)OCCN1C(=O)OC(C)(C)C
→ 101	7.0	-6	13	-3	3	-9	7	-3	0.1
COC(=O)c1[nH]c2cccc(OC)c2c1NC(=O)CCN1CCN(c2ccccc2OC)CC1
→ 93	0.4	-3	-3	-3	3	-1	1	7	0.1
CC(Oc1ccc2cc(-c3ccccc3)c(=O)oc2c1)C(=O)NCC1CCC(C(=O)O)CC1 (centres undefined)
→ 92	-1.4	-1	2	nt	10	nt	2	-4	0.0
C=C1CCN([C@H](C(=O)O)C(C)C)S(=O)(=O)c2ccccc21
→ 97	-2.3	3	0	-11	5	2	1	4	0.0
COc1ccccc1C(CNC(=O)C1CC(=O)N(Cc2ccccc2)C1)N1CCCC1 (centres undefined)
→ 100	0.8	2	-1	-6	27	-8	-3	0	0.2
COC(=O)[C@H](Cc1ccccc1)NC(=O)N1CCCCCC1
→ 93	-1.5	0	-7	-2	11	-10	-5	-2	0.0
O=c1cc(-c2ccc3c(c2)OCCO3)oc2ccc(Cl)cc12
→ 92	0.6	-13	1	-18	-2	-3	-3	-12	0.0
O=C(Nc1nc2ccccc2[nH]1)c1cc(F)cc(F)c1
→ 98	-0.7	-1	19	-3	4	1	2	0	0.3
CCc1nn(C(C)C(=O)N2CCN(Cc3ccccc3)CC2)c(=O)c2cc3occc3n12 (centres undefined)
→ 101	-1.3	0	7	nt	-3	-4	-7	-2	-0.2
CCOC(=O)c1csc(NC(=O)C(C)(C)C)n1
→ 89	1.0	-1	nt	-6	7	8	-2	6	0.2
CC(C)c1nnc(NC(=O)C2CCCN2C(=O)Nc2cccc(Cl)c2)s1 (centres undefined)
→ 103	0.3	3	3	-3	3	-3	-4	-2	0.1
COc1ccc(C(=O)/C=C/Nc2ccccn2)cc1
→ 96	-2.1	-23	nt	nt	2	-5	-2	-22	0.0
CCC(CC)CN1CCN=C1N(C)C
→ 100	0.1	5	-3	-9	1	6	-6	0	-0.2
CN(C)c1ccnc2sc3c(SCc4ccc(Cl)cc4)ncnc3c12
→ 98	-1.5	-1	10	-14	11	-12	-1	-7	0.1
Cc1cc(S(=O)(=O)Nc2c(C)nn(C)c2C)c(Cl)cc1Cl
→ 101	1.9	-1	0	-5	2	-4	8	-2	0.1
CCOC(=O)C1CCCN(C(=O)Cn2nc(CC)n3c(cc4sccc43)c2=O)C1 (centres undefined)
→ 97	1.9	-1	-6	-3	5	nt	-5	17	-0.2
CC(C)CN(C(=O)CSc1nc2ccccc2o1)c1c(N)n(Cc2ccccc2)c(=O)[nH]c1=O
→ 99	1.3	0	-21	-3	15	-7	6	1	0.0
CC(C)(C)c1nc2ccccc2c2nnc(SCC(=O)Nc3nccs3)n12
→ 87	5.5	12	6	-5	-14	13	2	-2	-0.1
Nc1c(C(=O)NCc2ccc(F)cc2)c2nc3ccccc3nc2n1CCCN1CCOCC1
→ 104	0.8	1	6	-2	7	24	0	-4	3.6
Cc1cc(/C=N/O)c(C)n1-c1cccc(Cl)c1
→ 103	-3.4	-1	2	-4	3	-2	10	7	0.3
CCOCCCNC(=O)CN1C(=O)c2cccc3cccc1c23
→ 95	-1.2	1	6	-5	5	2	5	4	0.0
Cc1ccc(-c2ccc(CCC(=O)O)n2C(C)C)cc1
→ 101	0.1	-1	17	-2	-1	nt	1	6	-0.3
Cc1cc(Cl)ccc1OC(C)C(=O)Nc1cccc(S(=O)(=O)N2CCOCC2)c1 (centres undefined)
→ 91	-0.1	-5	-5	-5	6	-49	4	-12	0.1
Cc1cc(C)n(C(=O)/C(C#N)=N\Nc2ccccc2[N+](=O)[O-])n1
→ 98	1.9	0	-2	-2	3	3	4	1	0.0
CC(=O)NCCNc1nc(NCC2CC2)nc2cc(-c3ccccc3)sc12
→ 90	1.3	2	-4	-5	1	9	-11	0	2.2
Cc1ccc(NC(=O)CN(C)C(=O)C2CSC3(C)CCC(=O)N23)cc1 (centres undefined)
→ 96	-0.2	1	4	-6	0	-2	2	-3	0.4
Cc1cc(C)c(NC(=O)C(C)Sc2nc3ccc(N4C(=O)c5ccccc5C4=O)cc3s2)c(C)c1 (centres undefined)
→ 94	0.0	2	-19	-12	2	7	4	-6	0.0
CCC(C)/C(C)=N/NC(=O)c1ccc(CSc2nc3ccccc3s2)cc1 (centres undefined)
→ 97	-1.8	-1	-6	-5	1	-25	-4	-4	-0.1
O=C(COc1ccccc1/C=C1\SC(=O)NC1=O)Nc1ccccc1
→ 105	-0.2	1	nt	-18	-4	16	-3	-7	-0.4
CC1(C(=O)NCc2ccccc2Br)CCN1C(=O)CCc1ccc(Cl)cc1Cl (centres undefined)
→ 94	1.7	-2	nt	-13	2	-4	-7	-9	-0.2
